Bioassay records (PubChem)
Growth percent in the NCI-60 one-dose screen (48 h, 10 µM unless noted): 100 = growth as untreated, 0 = no growth, -100 = all killed.
OVCAR-8: OVCAR-8 ovarian cancer; actives 4.4% (n = 81,000)
NCI/ADR-RES: NCI/ADR-RES ovarian cells; actives 4.4% (n = 81,000); AID 1794790
NCI-H23: NCI-H23 lung cancer; actives 4% (n = 80,000)
NCI-H322M: NCI-H322M lung cancer; actives 2.7% (n = 80,000)
NCI-H522: NCI-H522 lung cancer; AID 1794739; actives 8% (n = 78,000)
NCI-H226: NCI-H226 lung cancer. actives 3.5% (n = 79,000). AID 1794732
OVCAR-5: OVCAR-5 ovarian cancer. actives 2.9% (n = 82,000). AID 1794783
OVCAR-3: OVCAR-3 ovarian cancer; actives 7% (n = 79,000); AID 1794787
NCI-H460: NCI-H460 lung cancer. AID 1794736. actives 6.8% (n = 82,000)
Active calls of the source: *; . = not tested or not shown; & = joins results of further samples; [ ] = another dose, or the depositor's remark. How the source made its calls: active means growth percent below 10; inactive means the rest.

mol	OVCAR-8	NCI/ADR-RES	NCI-H23	NCI-H322M	NCI-H522	NCI-H226	OVCAR-5	OVCAR-3	NCI-H460
CCOC(=O)/C(=C/CC/C(C)=C/CC/C(C)=C/CCc1ccoc1)CC(=O)N1CCOCC1	99.8	94.1	101.2	62.1	.	93.8	91.6	74.6	87.3
C=CCn1c(SCC(=O)Nc2ccc(C(=O)/C=C/c3ccc(OC)cc3)cc2)nnc1-c1ccccc1	101.1	89.1	94.2	89.0	80.7	90.3	82.7	89.5	102.7
COc1cc2c(cc1OC)C1=NN(C(=O)Nc3ccc(C)cc3C)C(c3ccc(F)cc3)C1C2 (centres undefined)	106.8	96.4	100.7	99.1	81.1	105.0	99.8	112.0	104.7
CCOC(=O)C1OC1(C)c1ccc(Cl)cc1 (centres undefined)	100.3	105.0	101.5	99.7	101.5	89.0	105.1	110.3	105.1
CC(=O)Nc1ccc(Nc2cc(S(=O)(=O)O)c(N)c3c2C(=O)c2ccccc2C3=O)cc1	117.4	110.0	106.1	95.6	90.5	91.8	94.4	106.7	109.5
CCCCCCCCCCCCO	102.4	102.9	95.3	99.1	103.0	96.6	109.3	118.5	108.5
O=S(=O)(Nc1nccs1)c1ccc(Nc2nc(-c3ccncc3)cs2)cc1	121.1	121.8	108.2	126.4	97.6	102.5	117.5	118.0	99.3
CC(=O)c1ccc2cc3c(cc2c1)OCO3	108.1	108.5	105.7	99.0	.	90.7	95.2	104.6	107.5
COc1cc(CNC(=O)C2CSC3(C)c4ccccc4C(=O)N23)cc(OC)c1OC (centres undefined)	92.4	101.6	96.9	99.7	68.8	.	102.1	112.4	105.8
CCCCCCCC(=O)N1CCOCC1	112.5	103.7	104.7	96.0	65.9	108.4	95.5	111.4	111.7

Individual results from above.
NCI-H23 with CCOC(=O)/C(=C/CC/C(C)=C/CC/C(C)=C/CCc1ccoc1)CC(=O)N1CCOCC1 = 101.2
NCI-H23 with COc1cc(CNC(=O)C2CSC3(C)c4ccccc4C(=O)N23)cc(OC)c1OC (centres undefined) = 96.9
OVCAR-8 with CCCCCCCCCCCCO = 102.4
NCI/ADR-RES with CC(=O)Nc1ccc(Nc2cc(S(=O)(=O)O)c(N)c3c2C(=O)c2ccccc2C3=O)cc1 = 110.0

Later entries:
mol	OVCAR-8	NCI/ADR-RES	NCI-H23	NCI-H322M	NCI-H522	NCI-H226	OVCAR-5	OVCAR-3	NCI-H460
N#CC1=C(N)OC(C2CC2)=C(C#N)C1c1cccs1 (centres undefined)	101.6	119.4	101.2	107.2	96.9	103.5	111.0	120.6	108.7
COc1ccc(/C(C)=C(/c2ccc(OCCCN(C)C)cc2)c2ccc(OC(=O)c3ccccc3)cc2)cc1	91.6	86.4	82.2	87.0	75.1	102.1	88.1	69.5	67.1
Cc1ccc(N2CCN(C(=S)Nc3ccccc3)CC2)cc1	103.4	114.2	96.4	119.8	96.9	100.0	116.0	99.9	110.9
Cc1cc2ncn(CO)c2cc1C	102.9	102.6	105.2	99.5	.	93.1	94.7	106.7	102.1
O=c1ccn(CCOc2nc(-c3ccc(F)cc3)cc(-c3ccco3)n2)c(=O)[nH]1	99.3	107.9	93.6	86.0	92.2	97.6	100.3	119.2	115.4
C#C[C@]1(O)CC[C@H]2[C@@H]3CC=C4c5sc(Nc6ncccc6C)nc5CC[C@]4(C)[C@H]3CC[C@@]21C	31.1	28.1	9.4*	32.8	25.9	23.4	26.0	32.1	0.5*
Cc1cc(C)nc(SC2=C(Nc3cccc(C(=O)O)c3)C(=O)N(Cc3ccccc3)C2=O)n1	48.6[30 µM]	112.2[30 µM]	114.2[30 µM]	94.6[30 µM]	103.5[30 µM]	111.3[30 µM]	94.3[30 µM]	114.2[30 µM]	112.5[30 µM]
O=C(CSc1nc2ccccc2c(=O)n1-c1ccccc1)c1cc2cc(Cl)cc(Cl)c2oc1=O	94.0	99.9	90.7	85.0	63.6	.	109.9	106.3	108.6
Cc1ccc2c(c1)Oc1nc(N)c(C#N)c(N)c1C2Sc1ccc(F)cc1 (centres undefined)	-99.4*	-89.4*	-88.2*	-98.7*	-58.1*	-50.6*	-93.5*	-88.1*	-50.4*
O=C(NNc1nc2ccccc2nc1/C=C/c1ccc(F)cc1)Nc1cccc(Cl)c1	57.2	57.2	.	61.1	48.3	76.3	80.4	65.0	53.5
OCc1c(-c2ccccc2)nc2sccn12	67.5	104.5	81.9	105.2	104.7	105.9	109.1	116.0	106.0
CCN(CC)CC(O)CNc1ccnc2cc(Cl)ccc12 (centres undefined)	108.5&98.2	99.9&99.5	101.0&103.6	110.3&106.9	39.8&104.1	102.9&100.2	88.2&103.5	102.1	108.8&102.3
N#Cc1c(N)nc(Nc2nc3ccccc3[nH]2)nc1-c1ccc(Cl)cc1Cl	105.5	99.8	92.5	107.2	98.9	95.0	121.8	106.2	.
Nc1nc(N)c2c(n1)CN(Cc1ccc(Cl)cc1)C2	94.6	103.2	107.8	105.9	99.0	113.5	84.0	107.0	117.8
Cn1ccc2c3nnn(Cc4ccccc4)c3ccc21	96.2	96.9	93.2	107.4	107.6	88.5	104.5	95.9	105.1
CC(=O)OCc1ccc[n+]([O-])c1	100.1	108.2	109.6	123.8	97.0	97.3	99.1	111.7	102.9
COc1cc(CCn2nnc3c(NCCCO)ncnc32)cc(OC)c1	98.4	106.8	99.7	100.8	91.2	98.0	102.1	104.2	108.3
CCOc1ccccc1Nc1nc(N)nc(Cl)c1CC	100.9	100.2	98.4	101.5	104.8	102.4	101.6	105.9	103.2
Cc1cc(Cl)ccc1NC(=O)Oc1ccc(C#N)cc1	102.8	103.0	102.1	98.6	93.4	97.1	102.2	108.4	106.2
CC(C)(O)CC(=O)/C=C\c1ccc2c(c1)OCO2	107.5	98.3	92.0	98.1	110.2	98.5	102.3	112.6	109.8
O=C(OC1C(OC(=O)c2cccnc2)C(OC(=O)c2cccnc2)C(OC(=O)c2cccnc2)C(OC(=O)c2cccnc2)C1OC(=O)c1cccnc1)c1cccnc1 (centres undefined)	96.2&97.1	108.9&100.7	100.0&102.6	119.8&95.7	102.2&106.9	96.9&94.3	93.4&83.7	115.4&101.9	109.3&106.5
CCSc1nc(NC)c2c(C)csc2n1	100.9	103.7	92.9	95.7	93.9	89.1	92.4	100.0	100.8
CN(C)CCNC(=O)c1cc2c3ccccc3[nH]c2c2ncccc12	58.0	72.0	63.2	82.5	53.5	51.0	35.8	62.8	30.0
CC(=C/c1ccccc1)/C=C1/NC(=S)N(CN2CCCCCC2)C1=O	95.0	108.3	98.2	109.6	79.8	98.2	121.7	114.2	103.8
COc1ccc(CCc2ccnc3ccccc23)cc1	70.4	81.2	72.0	132.8	62.6	.	94.6	104.9	100.9
NS(=O)(=O)c1cc[n+]([O-])c2ccccc12	95.7	107.6	108.0	99.9	103.8	119.0	101.7	98.5	107.2
Cc1ccc(-c2ccnc3c2c(=O)[nH]c(=O)n3CCc2ccccc2)cc1	99.0	.	101.7	98.5	87.2	107.9	97.9	115.6	92.7
Fc1ccc(-c2ccc(CCC3CC3)cc2)cc1	106.3	103.9	99.7	104.0	81.5	99.7	99.1	118.9	106.3
N#Cc1cccc(OCc2nc(N)nc(N)c2-c2ccc(Cl)c(Cl)c2)c1	19.3	34.1	32.9	24.7	8.8*	46.7	35.6	38.5	11.5
COc1cccc(N2CCN(c3ncnc4c3[nH]c3ccc(F)cc34)C[C@H]2C)c1	22.0	17.0	.	89.6	33.1	33.5	91.4	69.4	66.3
N#Cc1ccccc1-c1ccc(Cn2c(-c3cscn3)nc3cc(Cl)ccc32)cc1	78.1	68.6	86.8	88.3	34.7	90.0	81.7	86.3	92.3
O=C(c1ccc([N+](=O)[O-])cc1)N(Cc1ccccc1)Cc1ccccc1	102.3	85.5	87.9	89.7	87.5	89.4	101.8	111.9	103.7
Nc1cccc(-n2c(COc3ccc(OC(F)(F)F)cc3)nc3ccccc32)c1	110.3&101.9	99.8&81.9	100.4&88.8	104.4&99.1	101.8&95.5	96.4&89.0	108.4&117.0	114.7&113.8	108.5&114.4
COc1ccc(C(CC(=O)c2ccc(C)cc2)Sc2ccccc2N)cc1 (centres undefined)	95.4&97.7	97.0&102.0	86.9&94.3	89.7&115.0	65.5&88.7	.	115.8&126.6	96.6&99.8	110.7&106.7
COc1ccc(C(=O)NNc2nc(N3CCN(C4CCCCC4)CC3)nc(N3CCN(C(c4ccccc4)c4ccccc4)CC3)n2)cc1	38.5	45.7	59.6	99.3	87.6	69.8	104.8	50.5	39.2
Clc1ccccc1C=Nc1ccc2c(c1)Cc1cccc(N=Cc3ccccc3Cl)c1-2	101.1	99.8	91.8	89.9	82.1	90.4	88.2	102.2	105.7
Nc1nnc(Cc2ccccc2)n1N	108.4	104.7	102.1	98.7	110.4	100.4	.	105.2	111.8
O=C1C(Cl)=C(Nc2cccc(C(F)(F)F)c2)C(=O)N1c1ccc(Cl)cc1	76.6	97.1	96.9	93.5	78.9	87.9	85.6	86.7	79.1
O=C1CC(c2nc3ccccc3o2)CN1c1ccccc1 (centres undefined)	95.9	99.4	89.3	92.3	90.1	93.0	115.5	103.6	99.9
O=C1C=C(OCC=C(Br)Br)C(=O)c2ccccc21	71.8	89.5	73.5	104.7	57.8	95.4	108.8	83.5	107.2

Complete entries, quoted from the list. Screens in order: OVCAR-8, NCI/ADR-RES, NCI-H23, NCI-H322M, NCI-H522, NCI-H226, OVCAR-5, OVCAR-3, NCI-H460
Results for `CN(C)CCNC(=O)c1cc2c3ccccc3[nH]c2c2ncccc12` : 58.0, 72.0, 63.2, 82.5, 53.5, 51.0, 35.8, 62.8, 30.0
Results for `COc1cc(CCn2nnc3c(NCCCO)ncnc32)cc(OC)c1` : 98.4, 106.8, 99.7, 100.8, 91.2, 98.0, 102.1, 104.2, 108.3

Other compounds:
mol	OVCAR-8	NCI/ADR-RES	NCI-H23	NCI-H322M	NCI-H522	NCI-H226	OVCAR-5	OVCAR-3	NCI-H460
Cc1ccccc1-n1c(C)nc2ccc(N3CCNC3=O)cc2c1=O	101.7	102.9	107.6	102.1	106.8	94.9	102.9	108.3	105.5
Oc1cccnc1CN1CCOCC1	95.3&93.5	94.6&105.7	95.7&110.4	101.6&98.3	120.5&93.8	95.7&99.1	92.8&111.9	109.8&117.6	108.7&114.1
Cc1cc(N2CCOCC2)nc(NCc2cc(Nc3ccnc4cc(Cl)ccc34)ccc2F)n1	-48.9*	-56.9*	-32.9*	-27.6*	-61.0*	16.1	-17.2*	-94.2*	-65.7*
Cc1ccc(-c2cc(C(=O)N=Nc3c(O)[nH]c4ccc(Cl)cc34)c3ccccc3n2)cc1	86.0	56.1	83.9	92.8	95.5	80.1	111.4	84.5	81.6
Nc1ccc2c(O)c(N=Nc3ccc([N+](=O)[O-])cc3)c(S(=O)(=O)O)cc2c1	102.1	89.3	83.4	89.4	96.3	102.0	97.7	106.8	.
N=C(N)c1ccc(-c2ccc(-c3ccc(Cl)cc3Cl)o2)cc1	-23.5*	-46.8*	3.6*	-53.9*	2.0*	93.7	16.0	-40.2*	-65.7*
O=C1c2cccc3c(N4CCOCC4)ccc(c23)C(=O)N1c1nc2ccccc2s1	91.4	100.9	86.1	82.6	83.8	91.8	88.9	97.8	102.7
CN1CCN(Cc2ccc(NC(=O)c3cncc(C#Cc4ccc(N)nc4)c3)cc2C(F)(F)F)CC1	20.1	25.6	17.4	25.9	23.1	-47.3*	12.5	27.2	6.7*
Cc1c(-c2nnc(SCc3ccccc3)n2Cc2ccccc2)nn(-c2ccc(Cl)cc2Cl)c1-c1ccc(Cl)cc1	83.6	77.4	59.7	.	53.7	64.5	88.6	68.3	68.1
Cc1ccc(-c2nn(-c3ccccc3)cc2C=C2C(=O)ON=C2C(C)C)cc1	59.7	96.4	89.2	91.2	74.0	95.3	104.5	87.7	80.0
CCN(CC)S(=O)(=O)c1ccc(OCCOc2ccc(S(=O)(=O)N(CC)CC)cc2)cc1	91.8	99.0	97.0	93.8	85.8	89.2	93.6	104.6	103.9
CCOP(=O)(OCC)/C(C#N)=C/c1cc(OC)ccc1OC	93.1	96.9	88.9	100.8	93.0	93.0	81.1	98.1	105.2
CC1(C)NC(=O)N(c2ccc([N+](=O)[O-])c(C(F)(F)F)c2)C1=O	92.5	97.4	94.7	101.5	92.9	95.3	101.1	113.0	105.1
NC(N)=NS(=O)(=O)c1ccc(Nc2nc(N3CCOCC3)c3ccccc3n2)cc1	109.0	99.5	94.3	99.2	110.4	90.0	95.1	102.3	103.4
O=S(=O)(NCCNc1nccc(-c2c(-c3cccc(F)c3)nc3sccn23)n1)c1cccc(F)c1	60.1	80.3	83.4	77.1	75.8	62.5	100.1	76.7	43.0
O=C(Nc1ccc(Cl)c(C(F)(F)F)c1)c1cncc(C#Cc2cnc3ccc(N4CCOCC4)nn23)c1	3.7*	-5.9*	-18.7*	6.5*	-11.3*	-32.8*	19.4	13.6	29.3
NCCOc1ccc([N+](=O)[O-])cc1Cl	93.1	114.5	99.9	107.1	79.1	94.6	110.5	101.8	104.0
CCN1C(=O)N(CC)C2C1NN=c1s/c(=C\c3ccccc3F)c(=O)n12 (centres undefined)	-1.1*	6.0*	31.9	42.6	-8.4*	48.5	27.5	0.3*	2.3*
CC(=O)c1ccc2c3c(cc(C)c2c1)CCCC3	103.9	108.5	100.6	84.9	.	81.2	87.2	114.2	105.9

Some of the entries so far, with values under each structure:
Results follow in this order: OVCAR-8 | NCI/ADR-RES | NCI-H23 | NCI-H322M | NCI-H522 | NCI-H226 | OVCAR-5 | OVCAR-3 | NCI-H460
NC(N)=NS(=O)(=O)c1ccc(Nc2nc(N3CCOCC3)c3ccccc3n2)cc1
  109.0 | 99.5 | 94.3 | 99.2 | 110.4 | 90.0 | 95.1 | 102.3 | 103.4
O=S(=O)(NCCNc1nccc(-c2c(-c3cccc(F)c3)nc3sccn23)n1)c1cccc(F)c1
  60.1 | 80.3 | 83.4 | 77.1 | 75.8 | 62.5 | 100.1 | 76.7 | 43.0
